MmCpn inh – Inhibitors of TCP-1 ring complex (TRiC) of Methanococcus maripaludis (MmCpn): qHTS; Potency, µM (titrated, usually from 76.9 µM), for inactives: at the highest dose activity, negative = inhibition, usual class: inhibitors; hit rate 0.031% among 330,000; Chaperonin Mm-Cpn (Methanococcus maripaludis); purified Mm-Cpn ATPase, ADP Transcreener TR-FRET; note: potency is the fitted concentration of half-maximal effect; % is set by controls: 0 for no effect and ±100 for the full control effect; nearly all actives have a fitted effect of over 80% in size
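Purified archaeal Mm-CPN (25nM final) preincubated 10 min at 37degC with compound, then 10uM ATP for 30 min at 37degC; ADP measured by HTRF Transcreener TR-FRET; buffer 30 mM TRIS pH 7.4, 100mM KCl, 5mM MgCl2, 1mM DTT.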
Akt phos inh – HTS Assay for Inhibitors of Akt Phophorylation: Primary Screen. Neuro2A IGF-stimulated pAkt S473 HTRF, 20 min; hits give low values. activity change, % for hits at 50 µM. hit rate 0.32% among 360,000. AID 651550, 2012; in the data active = activity change below about -80%; inconclusive = mostly about -51% to -80%; note: % is set by controls: 0 for no effect and ±100 for the full control effect
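Neuro2A cells in DMEM with 0.5% FBS, overnight at 37 deg C, given compound at single 50 µM final, then IGF (6 nM final) for 20 min at 37 deg C. Lysed; phospho-Akt Ser473 by HTRF after 24 h, 665/615 ratio.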
Nrf2 block – Nrf2 qHTS screen for inhibitors | AID 504444, 2011 | A549 ARE-Fluc reporter, luciferase luminescence, 18-24 h | Potency, µM (titrated, usually from 46 µM), for the others: at the highest dose activity change, negative = inhibition, usual class: inhibitors | hit rate 2.1% among 360,000; note: potency is the fitted concentration of half-maximal effect; % is set by controls: 0 for no effect and ±100 for the full control effect; nearly all actives have a fitted effect of over 60% in size
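A549 ARE_Fluc cells (5000/well, 5% FBS OPTI-MEM) pre-incubated 2 h, then treated with compounds 18-24 h at 37C/5% CO2 in concentration-response. CellTiter-Fluor viability read first; BugLite luciferase luminescence after 15 min at room temperature gives Nrf2 activity.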
CCT chaperon mod – High-Throughput Screening for Modulators of Cytosolic Chaperonin Activity; purified chaperonin ATPase assay, HTRF ADP detection, 30 min; activity change, % (no concentration beside the values), hits read low; hit rate 0.3% among 360,000; in the data active = activity change below about -30%; note: % is set by controls: 0 for no effect and ±100 for the full control effect
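ATPase activity: ADP formed was measured by HTRF Transcreener (665/615 nm ratio) after 30 min at 37 deg C with 10 uM ATP. Compounds screened at one 76 uM concentration against 40 or 20 nM TRiC in Tris pH 7.4/KCl/MgCl2/DTT buffer.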
Abeta rescue – qHTS for compounds that reverse cellular toxicity of Amyloid beta (A-beta) peptide in yeast: Primary Screen | yeast expressing A-beta42, growth rescue, OD600, 48 h; response scale: 0% DMSO, 100% iron-clioquinol control | hit rate 0.063% among 410,000 | Potency, µM (series often up to 46.1 µM), inactives show at the highest dose growth rescue, most hits filed as activators; note: potency is the fitted concentration of half-maximal effect; nearly all actives have a fitted effect of over 55% in size
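Yeast growth medium received pinned compounds, then yeast cells expressing toxic A-beta were added; plates incubated at 30 C for 48 hr. Growth read as absorbance at 600 nm, normalized to DMSO and equimolar FeCl3 plus clioquinol controls.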
HepG2 tox – qHTS for Inhibitors of TGF-b: Cytotox Counterscreen | HepG2 CAGA-GFP viability, ATP luminescence, 18 h | Potency, µM (titrated, usually from 46.1 µM), for the others: at the top dose activity change, negative = cytotoxicity, usual class: cytotoxic | hit rate 0.76% among 410,000 | AID 588856, 2011; note: potency is the fitted concentration of half-maximal effect; some results filed as inactive show a strong effect at the top dose
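CellTiter-Glo luminescence gave cytotoxicity after 18 hours at 37 degrees C. The cells were HepG2 CAGA-GFP in 1% FBS DMEM, stimulated with 500 pg/mL TGF-beta after compound addition. %Activity was normalised to no-cell wells (complete cell-killing) and DMSO (no toxicity), and curves were fitted and classified.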
Nrf2 ARE act – qHTS of Nrf2 Activators; AREc32 ARE-luciferase reporter (MCF7-derived line), luminescence, 24 h; AID 624171, 2012; Potency, µM (top dose mostly 46.1 µM), without a hit: at the highest dose activation, most hits filed as activators; hit rate 0.31% among 410,000; note: potency is the fitted concentration of half-maximal effect; % of control where 0% means no effect; nearly all actives have a fitted effect of over 65% in size
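Each well held 1000 AREc32 cells, which were incubated with compound for 24 hr at 37 deg C after overnight attachment, and ARE reporter activity was quantified by firefly luciferase luminescence.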
TGFb SMAD3 inh – qHTS for Inhibitors of TGF-b; AID 588855, 2011; Potency, µM (top dose mostly 46.1 µM), for the others: at the highest dose activity, negative = inhibition, hits mostly inhibitors; hit rate 1.2% among 410,000; HepG2 CAGA-GFP TGF-b/SMAD3 reporter, GFP fluorescence, 18 h; TGF-beta stimulated, 500 pg/mL final; note: potency is the fitted concentration of half-maximal effect; % is set by controls: 0 for no effect and ±100 for the full control effect; nearly all actives have a fitted effect of over 65% in size
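Smad-responsive CAGA-GFP expression was quantified in HEPG2 cells exposed to compounds and 500 pg/mL final TGF-beta for 18 h at 37 degrees C; unstimulated wells defined full inhibition.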
A549 tox – Nrf2 qHTS screen for inhibitors: counterscreen for cytotoxicity; hit rate 0.16% among 390,000; A549 ARE-Fluc cells, CellTiter-Fluor viability, 18-24 h; AID 504648, 2011; Potency, µM (highest dose often 46 µM), without a hit: at the highest dose activity change, negative = cytotoxicity, hits mostly inhibitors; note: potency is the fitted concentration of half-maximal effect; % is set by controls: 0 for no effect and ±100 for the full control effect
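Cytotoxicity counterscreen: CellTiter-Fluor fluorescence was measured in A549 ARE_Fluc cells after 18-24 h of compound exposure in a concentration series. The subsequent BugLite luminescent read reports ARE-luciferase activity.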
Active calls of the source: *; i = inactive; u = inconclusive; x = no result given; & = joins results of further samples. Unless noted, calls come from the whole dose curve; as a rule, active = well fitted curve in the direction sought with a large enough effect; inconclusive = small, poorly fitted or top-dose-only effect, or another doubt; inactive = no such curve, though single readings can be large; an effect the other way counts as inactive or inconclusive.

Second line of a record – MmCpn inh | Akt phos inh | Nrf2 block | CCT chaperon mod | Abeta rescue | HepG2 tox | Nrf2 ARE act | TGFb SMAD3 inh | A549 tox
> COc1cc2c(cc1OC)C(COc1ccc(F)cc1)N(C(C)=O)CC2 (stereo not given)
 : 1% | i | 6% | -1.1 | 2% | -2% | -0.7% | -4% | 1%
> COc1ccc(-c2[nH]ncc2CN2CCN(C3CCCCC3)C(=O)C2)cc1F
 : -4% | i | -6% | -5.5 | 4% | -13% | 3.9% | -19% | 4%
> COc1ccc2c(c1)-c1nc(/N=C/c3ccccc3O)sc1CC2
 : -3% | i | -1% | 1.2 | -8% | 4% | 2.1% | 1% | 2%
> CC(=O)Nc1ccccc1NC(=O)c1ccccc1-c1ccccc1
 : 2% | i | -8% | 2.3 | 25% | 1% | -0.6% | -2% | 2%
> COC(=O)C1=C(NC(=O)C2CCCCC2)CCS1
 : 1% | i | -4% | -2.0 | -13% | 3% | -0.4% | -9% | 11%
> Cc1onc(-c2ccccc2)c1C(=O)Nc1cc(C(F)(F)F)ccc1N1CCOCC1
 : -1% | i | -17% | -13 | 18% | -16% | 0.2% | -25% | u
> O=C(CNC(=O)c1ccccc1)NC1(C(=O)NC2CCCC2)CCCCC1
 : -1% | x | -7% | -0.5 | 7% | -11% | 0.2% | 1% | -9%
> O=C(OCc1ccccc1)c1cc(S(=O)(=O)N2CCCCC2)ccc1N1CCOCC1
 : -3% | i | u | -1.3 | 6% | 9% | 0.4% | -30% | -7%
> CC1=C(C(N)=O)C(c2ccccc2)n2nc(-c3ccncc3)nc2N1 (stereo not given)
 : 1% | i | -12% | -0.6 | 10% | -4% | -0.1% | 3% | -7%
> Cc1ccc(NC(=O)C2=CCN(S(=O)(=O)c3ccc(F)cc3)CC2)cc1
 : 0% | i | 0% | -1.6 | 2% | 38% | -0.6% | -5% | -1%
> COc1ccccc1CNC(=O)COC(=O)CSc1ccc(F)cc1
 : 1% | i | 4% | -2.7 | -7% | -13% | -0.1% | 15% | 16%
> CCc1ccc(-n2c(=O)c3cccnc3n2CC(=O)Nc2cc(F)ccc2F)cc1
 : x | x | u | x | -1% | -26% | 4.6% | -15% | 0%
> C=CCOc1ccc2c(=O)n(C)c3ccccc3c2c1
 : x | x | 7% | x | x | -6% | x | -7% | 2%
> O=[N+]([O-])c1cccc(/C=C/c2nc[nH]c2[N+](=O)[O-])c1
 : 2% | i | 4% | 0.3 | 11% | -3% | u | 0% | -12%
> O=C(CN1CCN(C(=O)c2ccco2)CC1)N1CCc2[nH]c3ccccc3c2C1
 : 0% | i | -25% | 2.5 | -2% | -12% | -0.5% | 22% | -1%
> CSc1ccc(CN(C)CC(=O)Nc2ccc(NC(C)=O)cc2)cc1
 : 0% | i | 3% | 1.2 | -3% | 14% | -0.7% | 3% | 0%
> CSCCC(NC(=O)c1ccccc1Cl)C(=O)N1CCN(C(C)=O)CC1 (stereo not given)
 : 0% | i | 10% | -1.3 | 5% | -3% | 0.6% | 8% | -3%
> OCC1(CCc2ccccc2)CCN(Cc2ccccc2Cl)CC1
 : 0% | i | u | -2.9 | 0% | -30% | 11% | -2% | 0%
> CCCCC1(c2ccc(F)cc2)NC(=O)N(CC(=O)N2CCN(C(=O)c3ccco3)CC2)C1=O (stereo not given)
 : -2% | i | -2% | 0.2 | 9% | -7% | 0.0% | 0% | -8%
> O=[N+]([O-])c1ccc2n[nH]nc2c1
 : 1% | i | 2% | -0.4 | 1% | -10%&-3% | -1.1% | -3%&-2% | -4%
> O=S1(=O)N=C(c2ccccc2)c2ccccc21
 : x | i | -4% | -0.1 | 6% | -8% | 0.0% | 19% | -5%
> O=C(CCC(=O)c1cccs1)NCc1ccccc1Cl
 : 1% | i | 19% | 1.1 | 12% | -18% | 0.7% | 6% | 1%
> COc1ccc(NC(=O)c2ccc3c(c2)C(=O)N(Cc2cccnc2)C3=O)cc1
 : 1% | i | 13% | -8.8 | 17% | -5% | 3.5% | -2% | -4%
> Cc1ccc(C(=O)Nc2nc(-c3ccccn3)cs2)cc1S(=O)(=O)N1CCOCC1
 : -9% | i | 8.2µM* | -1.6 | 2% | -28% | 0.1% | u | u
> O=c1c[n+]([O-])c2ccccc2n1OCc1ccccn1
 : -1% | i | 2% | -2.3 | -3% | 5% | 0.2% | -3% | -11%
> COc1cc(C(C)=O)ccc1OCC(O)CN1CCN(c2ccccn2)CC1 (stereo not given)
 : -1% | i | 29% | -0.7 | -13% | -2% | 0.0% | 0% | 4%
> CCOC(=O)c1ccc(CN(Cc2ccccc2C)S(=O)(=O)c2ccc(F)c(C)c2)cc1
 : x | x | x | x | -1% | -13% | 0.7% | -24% | -6%
> O=c1[nH]cc(CCc2ccccc2)c(=O)[nH]1
 : x | i | x | -0.1 | 2% | -6% | -0.9% | 3% | x
> Cc1ccc(NC(=O)Cc2nc(-c3c[nH]c(C(=O)N4CCCC4)c3)cs2)c(C)c1
 : u | i | 21µM* | -6.4 | -6% | -16% | 8.9% | -26% | 0%
> CC(C)CN(C(=O)COC(=O)c1c(Cl)ccc(Cl)c1Cl)C1CCS(=O)(=O)C1 (stereo not given)
 : 2% | i | -5% | -1.1 | -10% | -5% | u | 15% | 1%
> O=C1c2ccccc2-c2cccc(C(=O)N3CCN(C(=O)c4ccccc4)CC3)c21
 : -9% | i | -3% | -0.8 | 8% | 4% | -0.6% | -9% | 1%
> O=C(COC(=O)C1CCN(S(=O)(=O)c2ccc(Cl)c(C(F)(F)F)c2)CC1)NCC1CCCO1 (stereo not given)
 : x | i | x | -1.3 | 11% | 1% | -2.7% | -6% | x
> COC(=O)c1sc2ncccc2c1OCc1ccc(Cl)cc1Cl
 : -3% | i | u | -2.3 | 4% | -10% | u | 1% | 4%
> CCOc1ccc(-n2c(=O)c3c4c(sc3n(CC(=O)NCC3CCCO3)c2=O)CCCC4)cc1 (stereo not given)
 : 2% | i | 0% | -0.4 | x | 0% | -0.5% | -13% | -6%
> O=C(CCCCCC(=O)N(CCO)CCO)N(CCO)CCO
 : 0% | i | 21% | -3.2 | -9% | 1% | -0.5% | 6% | 2%
> CC1=NN(C(=O)Cc2ccc([N+](=O)[O-])cc2)C(O)(c2ccccc2)C1 (stereo not given)
 : 3% | i | 10% | 2.8 | 12% | 5% | -0.5% | -1% | -6%
> COc1ccc(CNC(=O)CCc2c(C)nc3nc(CNC(=O)OC(C)(C)C)nn3c2C)cc1
 : x | x | -12% | x | 0% | -16% | -0.8% | 6% | -5%
> Nc1[nH]c(C(=O)c2ccccc2)c(-c2ccccc2Br)c1C(=O)NCc1ccc(-c2ccccc2)cc1
 : x | i | x | -3.2 | -9% | x | -0.5% | x | x
> COc1ccc(S(=O)(=O)Nc2cccnc2)c(C)c1C
 : -1% | i | -12% | -1.6 | -13% | -4% | -0.8% | -7% | 1%
> O=C(CC1Sc2ccccc2NC1=O)NNc1ccc(Cl)cc1Cl (stereo not given)
 : x | i | u | 0.1 | 16% | -4% | 2.9% | -22% | -5%
> COC(=O)c1ccccc1NC(=O)C1CCCC1
 : -2% | i | 7% | -1.0 | -25% | -39% | -0.6% | -7% | 11%
> COC(=O)C1=C(C)N(CCCC(=O)O)C(=O)NC1c1ccc(C(F)(F)F)cc1 (stereo not given)
 : 0% | i | -7% | -1.9 | -1% | -1% | -0.9% | -24% | -2%
> O=C1CC(c2ccccc2)CC(=O)N1c1ccccc1
 : 0% | i | -28% | -2.1 | -5% | -5% | -0.5% | 0% | u
> Fc1ccc(C(c2nnnn2C2CCCC2)N2CCN(Cc3ccccc3)CC2)cc1 (stereo not given)
 : -1% | i | 17% | -0.1 | 4% | -3% | 0.3% | 10% | 2%
> CC(=O)c1ccccc1OC(=O)c1ccc([N+](=O)[O-])o1
 : 2% | i | -13% | -11 | -2% | 6% | 13% | u | -18%

Of the compounds above, 2 have an aryl thioether with sulfur outside any ring.
Second line of a record – MmCpn inh | Akt phos inh | Nrf2 block | CCT chaperon mod | Abeta rescue | HepG2 tox | Nrf2 ARE act | TGFb SMAD3 inh | A549 tox
> COc1ccccc1CNC(=O)COC(=O)CSc1ccc(F)cc1
 : 1% | i | 4% | -2.7 | -7% | -13% | -0.1% | 15% | 16%
> CSc1ccc(CN(C)CC(=O)Nc2ccc(NC(C)=O)cc2)cc1
 : 0% | i | 3% | 1.2 | -3% | 14% | -0.7% | 3% | 0%

5 entries from above in another layout:
molecule | MmCpn inh | Akt phos inh | Nrf2 block | CCT chaperon mod | Abeta rescue | HepG2 tox | Nrf2 ARE act | TGFb SMAD3 inh | A549 tox
O=C(CCC(=O)c1cccs1)NCc1ccccc1Cl | 1% | i | 19% | 1.1 | 12% | -18% | 0.7% | 6% | 1%
COc1ccc(NC(=O)c2ccc3c(c2)C(=O)N(Cc2cccnc2)C3=O)cc1 | 1% | i | 13% | -8.8 | 17% | -5% | 3.5% | -2% | -4%
Cc1ccc(C(=O)Nc2nc(-c3ccccn3)cs2)cc1S(=O)(=O)N1CCOCC1 | -9% | i | 8.2µM* | -1.6 | 2% | -28% | 0.1% | u | u
O=c1c[n+]([O-])c2ccccc2n1OCc1ccccn1 | -1% | i | 2% | -2.3 | -3% | 5% | 0.2% | -3% | -11%
COc1cc(C(C)=O)ccc1OCC(O)CN1CCN(c2ccccn2)CC1 (stereo not given) | -1% | i | 29% | -0.7 | -13% | -2% | 0.0% | 0% | 4%

Bioassay records from PubChem.
